INS-1E_rescue – rescue of cytokine-induced death in INS-1E beta cells; INS-1E cytokine-induced death, ATP luminescence, 48 h; normalised: neutral wells 0, positive control 100; protection from cytokine-induced ATP loss, % at 10 µM; 20,000 tested, 0.1% active;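 active = mean replicate protection from cytokine-induced ATP loss at least 50% and at least 75% of replicates each reaching 50%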
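Material: INS-1E rat cells; Quantity: 8000 cells/well; Buffer or medium: phenol-red-free RPMI with 5% fetal bovine serum; Probe or stimulus: cytokine cocktail of IFN-γ, TNF-α and IL-1β; Compound dosing: single test concentration per compound, delivered by pin transfer; Incubation: 48 h co-treatment, 10 min post-lysis read; Signal: CellTiter-Glo luminescence.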
T_cruzi_intra – inhibitors of intracellular Trypanosoma cruzi | intracellular Trypanosoma cruzi in host cells, plate reader | activity score (inhibition), % at 5.01 µM | 22,000 tested, 4.9% active | AID 651903; in the data active = activity score above about 55%;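 note: parasites and compound incubated about four days before reading; 0% = median of neutral control wells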
Starred values were filed as active, the others as inactive; / = not tested or not shown.

SMILES INS-1E_rescue T_cruzi_intra
COc1ccc(S(=O)(=O)N(C)C[C@H]2Oc3ccc(NS(=O)(=O)c4ccc(F)cc4)cc3C(=O)N([C@H](C)CO)C[C@@H]2C)cc1 -1 7
C[C@@H]1CN([C@@H](C)CO)C(=O)c2cccc(NC(=O)Nc3ccc(C(F)(F)F)cc3)c2O[C@H]1CN(C)C -3 20
Cc1noc(C)c1NC(=O)Nc1cccc2c1O[C@@H](CN(C)S(=O)(=O)c1ccc(F)cc1)[C@@H](C)CN([C@H](C)CO)C2=O 3 12
C[C@H](CO)N1C[C@H](C)[C@H](CN(C)S(C)(=O)=O)Oc2ccc(NS(=O)(=O)c3cccs3)cc2CC1=O -11 -10
Cc1noc(C)c1NC(=O)Nc1cccc2c1O[C@H](CN(C)Cc1ccncc1)[C@@H](C)CN([C@H](C)CO)C2=O 8 -5
C[C@@H]1CN([C@@H](C)CO)C(=O)c2cccc(NC(=O)Nc3ccc(C(F)(F)F)cc3)c2O[C@@H]1CN(C)S(C)(=O)=O -6 -39
C[C@@H]1CN([C@H](C)CO)C(=O)c2cccc(NC(=O)Nc3ccc(C(F)(F)F)cc3)c2O[C@@H]1CN(C)Cc1ccccc1 -54 4
C[C@H]1CN([C@@H](C)CO)C(=O)Cc2cc(NC(=O)Cn3cnnn3)ccc2O[C@H]1CN(C)S(=O)(=O)c1ccccc1 -1 -18
C[C@H](CO)N1C[C@H](C)[C@H](CN(C)Cc2ccc(Oc3ccccc3)cc2)Oc2ccc(NC(=O)Nc3cccc4ccccc34)cc2CC1=O -26 17
C[C@H](CO)N1C[C@H](C)[C@H](CN(C)Cc2ccc(C(F)(F)F)cc2)Oc2ccc(NC(=O)CCC(F)(F)F)cc2CC1=O 1 37
C[C@@H]1CN([C@@H](C)CO)C(=O)c2cccc(NS(=O)(=O)c3ccccc3)c2O[C@H]1CN(C)S(=O)(=O)c1ccc(F)cc1 10 -4
CNC[C@@H]1Oc2ncc(-c3cccc(C(F)(F)F)c3)cc2C(=O)N([C@H](C)CO)C[C@@H]1C / 54
C[C@@H]1CN([C@H](C)CO)C(=O)c2cccc(NS(=O)(=O)c3ccc(Cl)cc3)c2O[C@@H]1CN(C)CC1CCCCC1 -8 10
C[C@H](CO)N1C[C@H](C)[C@H](CN(C)C(=O)Nc2ccc(F)cc2)Oc2c(NC(=O)C3CCCCC3)cccc2C1=O 5 -11
CC(C)NC(=O)N(C)C[C@H]1Oc2c(NS(=O)(=O)c3ccc(F)cc3)cccc2C(=O)N([C@H](C)CO)C[C@@H]1C 5 -1
C[C@@H]1CN([C@H](C)CO)C(=O)Cc2cc(NS(=O)(=O)c3cn(C)cn3)ccc2O[C@@H]1CN(C)S(=O)(=O)c1cccs1 4 -11
C[C@@H]1CN([C@H](C)CO)C(=O)c2cc(NC(=O)Nc3ccc4c(c3)OCO4)ccc2O[C@@H]1CN(C)S(=O)(=O)c1cccs1 3 4
C[C@H]1CN([C@@H](C)CO)C(=O)Cc2cc(NC(=O)c3ccncc3)ccc2O[C@@H]1CN(C)C(=O)Nc1ccc(F)cc1 -2 -8
C[C@H]1CN([C@@H](C)CO)C(=O)c2cccc(NC(=O)C3CCCCC3)c2O[C@H]1CN(C)C(=O)Nc1ccc2c(c1)OCO2 3 -8
COc1ccc(CN(C)C[C@H]2Oc3c(NS(=O)(=O)c4ccccc4)cccc3C(=O)N([C@H](C)CO)C[C@H]2C)cc1 3 -6
Cc1ccc(S(=O)(=O)Nc2ccc3c(c2)CC(=O)N([C@@H](C)CO)C[C@H](C)[C@@H](CN(C)C(=O)NC2CCCCC2)O3)cc1 1 -1
COc1ccc(S(=O)(=O)Nc2ccc3c(c2)C(=O)N([C@@H](C)CO)C[C@H](C)[C@@H](CN(C)S(=O)(=O)c2ccc(Cl)cc2)O3)cc1 2 -5
Cc1ccc(S(=O)(=O)N(C)C[C@H]2OCCCC[C@@H](C)Oc3ccc(NC(=O)c4ccncc4)cc3C(=O)N([C@H](C)CO)C[C@@H]2C)cc1 4 -12
Cc1noc(C)c1S(=O)(=O)N(C)C[C@@H]1Oc2c(NS(=O)(=O)c3cn(C)cn3)cccc2C(=O)N([C@@H](C)CO)C[C@H]1C 5 -2
COc1ccc(NC(=O)N(C)C[C@H]2Oc3c(NS(=O)(=O)c4cn(C)cn4)cccc3C(=O)N([C@H](C)CO)C[C@@H]2C)cc1 12 -16
Cc1noc(C)c1S(=O)(=O)Nc1ccc2c(c1)C(=O)N([C@H](C)CO)C[C@H](C)[C@H](CN(C)C(=O)c1ccncc1)OCCCC[C@@H](C)O2 4 -6
C[C@@H]1CN([C@H](C)CO)C(=O)c2cccc(NS(=O)(=O)c3ccc(Cl)cc3)c2O[C@H]1CN(C)Cc1ccc(Oc2ccccc2)cc1 0 58*
Cc1noc(C)c1S(=O)(=O)Nc1ccc2c(c1)C(=O)N([C@H](C)CO)C[C@H](C)[C@H](CN(C)C)OCCCC[C@@H](C)O2 7 -13
C[C@H]1CN([C@@H](C)CO)C(=O)Cc2cc(NC(=O)Nc3ccccc3)ccc2O[C@H]1CN(C)S(=O)(=O)c1cccs1 7 3
Cc1ccc(S(=O)(=O)N(C)C[C@H]2Oc3c(NC(=O)c4ccc(-c5nccs5)cc4)cccc3C(=O)N([C@H](C)CO)C[C@H]2C)cc1 -23 70*
C[C@@H]1CN([C@@H](C)CO)C(=O)Cc2cc(NC(=O)NC3CCCCC3)ccc2O[C@@H]1CN(C)Cc1ccc(-c2ccccc2)cc1 4 26
C[C@H]1CN([C@@H](C)CO)C(=O)c2cccc(NS(=O)(=O)c3cn(C)cn3)c2O[C@@H]1CN(C)C(=O)Nc1ccccc1 3 -25
C[C@@H]1CCCCO[C@@H](CN(C)S(=O)(=O)c2ccc(Cl)cc2)[C@@H](C)CN([C@H](C)CO)C(=O)c2cc(NC(=O)c3ccncc3)ccc2O1 -6 -2
COc1ccc(S(=O)(=O)N(C)C[C@H]2Oc3ccc(NC(=O)Nc4ccc5c(c4)OCO5)cc3C(=O)N([C@H](C)CO)C[C@H]2C)cc1 1 21
C[C@@H]1CN([C@H](C)CO)C(=O)c2cccc(NS(=O)(=O)c3ccc(Cl)cc3)c2O[C@H]1CN(C)C(=O)NC1CCCCC1 0 -1
COc1ccc(S(=O)(=O)Nc2ccc3c(c2)CC(=O)N([C@@H](C)CO)C[C@H](C)[C@H](CN(C)C(=O)NC2CCCCC2)O3)cc1 0 -12
C[C@H]1CN([C@@H](C)CO)C(=O)Cc2cc(NS(=O)(=O)c3cccs3)ccc2O[C@@H]1CN(C)C(=O)NC1CCCCC1 15 -14
Cc1noc(C)c1S(=O)(=O)N(C)C[C@@H]1Oc2c(NC(=O)c3nc4ccccc4s3)cccc2C(=O)N([C@@H](C)CO)C[C@@H]1C -19 23
COc1ccc(S(=O)(=O)Nc2cccc3c2O[C@H](CN(C)CC2CCCCC2)[C@@H](C)CN([C@@H](C)CO)C3=O)cc1 5 3
C[C@H](CO)N1C[C@H](C)[C@H](CN(C)S(=O)(=O)c2cccs2)Oc2c(NC(=O)C3CCOCC3)cccc2C1=O -2 21
Cc1noc(C)c1S(=O)(=O)Nc1ccc2c(c1)C(=O)N([C@H](C)CO)C[C@H](C)[C@H](CN(C)Cc1ccc(C(=O)Nc3ccccc3N)cc1)OCCCC[C@@H](C)O2 -9 46
C[C@H](CO)N1C[C@H](C)[C@@H](CN(C)S(=O)(=O)c2cccs2)Oc2ccc(NC(=O)Nc3ccccc3)cc2C1=O 8 9
COc1ccc(CN(C)C[C@@H]2Oc3c(NC(=O)C4CCOCC4)cccc3C(=O)N([C@H](C)CO)C[C@H]2C)cc1 -6 9
COc1ccc(S(=O)(=O)Nc2cccc3c2O[C@H](CN(C)S(C)(=O)=O)[C@H](C)CN([C@@H](C)CO)C3=O)cc1 8 -17
CC(C)NC(=O)Nc1ccc2c(c1)C(=O)N([C@H](C)CO)C[C@H](C)[C@@H](CN(C)S(C)(=O)=O)OCCCC[C@@H](C)O2 1 /
COc1ccc(S(=O)(=O)Nc2ccc3c(c2)CC(=O)N([C@H](C)CO)C[C@H](C)[C@H](CN(C)C(=O)NC2CCCCC2)O3)cc1 -5 -3
C[C@@H]1CN([C@@H](C)CO)C(=O)CCCn2nncc2CO[C@H]1CN(C)C(=O)c1ccc(N2CCN(C)CC2)cc1 2 -10
C[C@@H]1CN([C@@H](C)CO)C(=O)c2cc(NS(=O)(=O)c3cccs3)ccc2O[C@@H]1CN(C)Cc1ccc(C(F)(F)F)cc1 / 15
Cc1ccc(S(=O)(=O)N(C)C[C@@H]2Oc3ncc(C#CCN(C)C)cc3C(=O)N([C@H](C)CO)C[C@@H]2C)cc1 / 23
C[C@H](CO)N1C[C@H](C)[C@H](CN(C)C(=O)NC2CCCCC2)Oc2c(NC(=O)C3CCOCC3)cccc2C1=O 10 -10
O=C(O)CCCCCCC(=O)N/N=C/c1cccc(Br)c1 14 -5
C[C@H]1CN([C@@H](C)CO)C(=O)c2cc(NC(=O)CCN3CCOCC3)ccc2O[C@@H]1CN(C)CC1CCCCC1 / 11
O=C(CCCCC(=O)N/N=C/c1c(F)c(F)c(F)c(F)c1F)NO 0 17
Cc1noc(C)c1S(=O)(=O)Nc1ccc2c(c1)CC(=O)N([C@H](C)CO)C[C@H](C)[C@H](CN(C)Cc1ccc(C(=O)O)cc1)O2 4 -16
C[C@@H]1CN([C@@H](C)CO)C(=O)c2cccc(NC(=O)Nc3ccc(F)cc3)c2O[C@@H]1CN(C)S(=O)(=O)c1ccc(F)cc1 -1 -13
C[C@H](CO)N1C[C@H](C)[C@H](CN(C)S(=O)(=O)c2ccc(F)cc2)Oc2ncc(/C=C/c3ccccc3)cc2C1=O -14 45
C[C@H](CO)N1C[C@H](C)[C@@H](CN(C)C(=O)Nc2ccc3c(c2)OCO3)Oc2c(NC(=O)c3ccc(-c4nccs4)cc3)cccc2C1=O 11 -22
CC(C)NC(=O)N(C)C[C@H]1OCc2cn(nn2)CCCC(=O)N([C@H](C)CO)C[C@H]1C 8 -28
C[C@@H]1CN([C@H](C)CO)C(=O)Cc2cc(NC(=O)Cc3cn(C)c4ccccc34)ccc2O[C@@H]1CN(C)C(=O)Nc1ccccc1 -6 15
Cc1ccc(S(=O)(=O)Nc2ccc3c(c2)C(=O)N([C@@H](C)CO)C[C@@H](C)[C@@H](CN(C)Cc2ccc(C(F)(F)F)cc2)O3)cc1 / -7

Six consecutive compounds out of the list so far, quoted:
SMILES INS-1E_rescue T_cruzi_intra
C[C@@H]1CN([C@@H](C)CO)C(=O)c2cccc(NC(=O)Nc3ccc(F)cc3)c2O[C@@H]1CN(C)S(=O)(=O)c1ccc(F)cc1 -1 -13
C[C@H](CO)N1C[C@H](C)[C@H](CN(C)S(=O)(=O)c2ccc(F)cc2)Oc2ncc(/C=C/c3ccccc3)cc2C1=O -14 45
C[C@H](CO)N1C[C@H](C)[C@@H](CN(C)C(=O)Nc2ccc3c(c2)OCO3)Oc2c(NC(=O)c3ccc(-c4nccs4)cc3)cccc2C1=O 11 -22
CC(C)NC(=O)N(C)C[C@H]1OCc2cn(nn2)CCCC(=O)N([C@H](C)CO)C[C@H]1C 8 -28
C[C@@H]1CN([C@H](C)CO)C(=O)Cc2cc(NC(=O)Cc3cn(C)c4ccccc34)ccc2O[C@@H]1CN(C)C(=O)Nc1ccccc1 -6 15
Cc1ccc(S(=O)(=O)Nc2ccc3c(c2)C(=O)N([C@@H](C)CO)C[C@@H](C)[C@@H](CN(C)Cc2ccc(C(F)(F)F)cc2)O3)cc1 / -7

Following part
SMILES INS-1E_rescue T_cruzi_intra
C[C@H]1CN([C@@H](C)CO)C(=O)Cc2cc(NC(=O)Nc3ccc(C(F)(F)F)cc3)ccc2O[C@@H]1CN(C)S(=O)(=O)c1ccccc1 8 -5
C[C@@H]1CN([C@@H](C)CO)C(=O)c2cc(NS(C)(=O)=O)ccc2O[C@H]1CN(C)S(C)(=O)=O 5 -12
C[C@H]1CN([C@@H](C)CO)C(=O)c2cccc(NS(C)(=O)=O)c2O[C@H]1CN(C)Cc1ccccc1 -6 -8
Cc1ccc(S(=O)(=O)N(C)C[C@@H]2Oc3c(cccc3N(C)C)C(=O)N([C@H](C)CO)C[C@H]2C)cc1 1 -2
COc1ccc(S(=O)(=O)Nc2cccc3c2O[C@H](CN(C)S(=O)(=O)c2ccc(OC)cc2)[C@H](C)CN([C@H](C)CO)C3=O)cc1 8 -18
C[C@H]1CN([C@@H](C)CO)C(=O)Cc2cc(NS(C)(=O)=O)ccc2O[C@H]1CN(C)S(=O)(=O)c1cccs1 4 4
C[C@H]1CN([C@@H](C)CO)C(=O)c2cc(NC(=O)C3CC3)ccc2O[C@H]1CN(C)S(=O)(=O)c1ccc(Cl)cc1 / 10
C[C@H]1CN([C@@H](C)CO)C(=O)CCCn2nncc2CO[C@@H]1CN(C)S(=O)(=O)c1cn(C)cn1 12 -20
CC(C)NC(=O)Nc1ccc2c(c1)C(=O)N([C@H](C)CO)C[C@H](C)[C@H](CN(C)Cc1ccncc1)O2 8 -5
COc1ccc(S(=O)(=O)Nc2ccc3c(c2)C(=O)N([C@@H](C)CO)C[C@@H](C)[C@@H](CN(C)S(=O)(=O)c2cn(C)cn2)O3)cc1 2 -15
Cc1noc(C)c1S(=O)(=O)N(C)C[C@@H]1Oc2c(cccc2N(C)C)C(=O)N([C@H](C)CO)C[C@H]1C 6 12
C[C@@H]1CN([C@H](C)CO)C(=O)CCCn2nncc2CO[C@@H]1CN(C)Cc1ccc(C(F)(F)F)cc1 / 2
Cc1ccc(S(=O)(=O)Nc2ccc3c(c2)C(=O)N([C@@H](C)CO)C[C@H](C)[C@@H](CN(C)CC2CC2)O3)cc1 2 3
C[C@H](CO)N1C[C@H](C)[C@@H](CN(C)C(=O)Nc2ccc3c(c2)OCO3)Oc2c(NC(=O)Nc3ccc(F)cc3)cccc2C1=O 0 -14
